# High-throughput results as filed in PubChem BioAssay.
# DT40 TDP1 CPT: qHTS for Inhibitors of human tyrosyl-DNA phosphodiesterase 1 (TDP1): qHTS in cells in presence of CPT | chicken DT40 Tdp1-/-;hTDP1 cells + 20 nM CPT, ATP luminescence, 48 h | Potency, µM (doses to about 46.2 µM), inactives show at the highest dose activity change, negative = growth inhibition, most hits filed as inhibitors | hit rate 12% among 420,000 | AID 686979, 2013; further: nearly all actives have a fitted effect of over 55% in size
#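 Chicken DT40 Tdp1-/- cells stably complemented with human TDP1 were seeded at 400 cells/well in medium containing 20 nM camptothecin, exposed to pin-transferred compounds, and grown at 37 °C for at least 48 hr. Viability was read as ATP luminescence.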
# DT40 TDP1 no CPT: qHTS for Inhibitors of human tyrosyl-DNA phosphodiesterase 1 (TDP1): qHTS in cells in absence of CPT; DT40 Tdp1-/- hTDP1 cells, no CPT, ATP luminescence, 48 h; Potency, µM (series often up to 46.2 µM), for the others: top-dose activity change, negative = growth inhibition, actives largely listed as inhibitors; AID 686978, 2013; hit rate 15% among 420,000; further: nearly all actives have a fitted effect of over 55% in size
#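 Growth of hTDP1-complemented DT40 Tdp1-knockout cells is measured by ATP luminescence after at least 48 hr compound exposure at 37 °C, with DMSO substituting for the 20 nM CPT used in the parallel screen.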
# TDP1 inh: qHTS Assay for Inhibitors of Tyrosyl-DNA Phosphodiesterase (TDP1); recombinant TDP1, AlphaScreen DNA substrate cleavage; Potency, µM (doses to about 130 µM), without a hit: at the highest dose activity change, negative = inhibition, most hits filed as inhibitors; hit rate 0.28% among 350,000; further: nearly all actives have a fitted effect of over 40% in size
# Target sequence (Q9NUW8 whole entry, looked up): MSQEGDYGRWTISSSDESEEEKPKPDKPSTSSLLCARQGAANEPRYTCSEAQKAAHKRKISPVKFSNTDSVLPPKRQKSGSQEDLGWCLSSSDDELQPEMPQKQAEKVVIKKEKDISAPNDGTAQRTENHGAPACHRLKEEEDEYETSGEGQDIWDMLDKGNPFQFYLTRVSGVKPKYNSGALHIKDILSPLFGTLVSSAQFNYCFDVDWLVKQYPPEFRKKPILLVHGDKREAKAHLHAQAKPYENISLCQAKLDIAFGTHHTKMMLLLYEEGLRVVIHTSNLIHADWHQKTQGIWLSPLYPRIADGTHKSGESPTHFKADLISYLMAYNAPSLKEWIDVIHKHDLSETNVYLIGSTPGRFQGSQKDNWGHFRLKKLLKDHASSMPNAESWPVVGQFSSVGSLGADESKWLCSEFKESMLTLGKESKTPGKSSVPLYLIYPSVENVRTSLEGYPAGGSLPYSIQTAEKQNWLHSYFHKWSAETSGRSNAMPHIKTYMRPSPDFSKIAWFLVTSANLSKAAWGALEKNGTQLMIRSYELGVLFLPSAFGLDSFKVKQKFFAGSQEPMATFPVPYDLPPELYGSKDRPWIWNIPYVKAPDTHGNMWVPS
#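 E. coli-derived human Tdp1, 1 nM final. Cpd preinc 15 min RT; substrate 15 nM final, 5 min RT; AS bead mix 10 ug/ml final, 10 min RT. Signal loss = tyrosine-FITC cleavage. No-enzyme wells = max signal.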
# * = called active by the depositor; ? = inconclusive; nt = not tested or not shown; & = joins results of further samples; [ ] = another dose, or the depositor's remark. The call rests on the fitted dose curve; in most records, active means well fitted curve in the direction sought with a large enough effect; inconclusive means small, poorly fitted or top-dose-only effect, or another doubt; inactive means no such curve, though single readings can be large; an effect the other way counts as inactive or inconclusive. On the % scale 0 is the no-effect control and ±100 the full control effect; potency means the concentration at half of the fitted maximal effect.
mol,DT40 TDP1 CPT,DT40 TDP1 no CPT,TDP1 inh
Cc1cc(C)n2c(Br)c(CN3CCCC(C)C3)nc2n1 (stereo not given),-14%,-13%,5%
O=S(=O)(c1ccccc1)N1CCC2(CCN(Cc3ccncc3)CC2)CC1,?,21µM*,nt
Oc1ccc(Cl)cc1C=Nc1ccccc1Br,-1%,-20%,-3%
COc1ccc2c(c1)OC13CCN(C)CC1C2C(C(=O)c1ccc(F)cc1)C(=O)N3 (stereo not given),-16%,-13%,3%
COCCNC(=O)CN(C(=O)Cn1nnc2ccccc21)c1ccccc1C,-6%,1%,-2%
CN(C)C(=O)[C@H]1C[C@H]1[C@@H](O)[C@H](CO)NC(=O)[C@H](Cc1ccccc1)NC(=O)OC(C)(C)C,-18%,-2%,nt
CC(C)Oc1ccc(S(=O)(=O)N2CCCCC2)cc1NC(=O)CN1C(=O)NC(C)(c2ccccc2)C1=O (stereo not given),?,-13%,1%
CC1(C)CC2CC(C)(CN2C(=O)c2cc(-c3ccc(F)cc3)on2)C1 (stereo not given),-19%,?,0%
Cc1cccc(N2CCN(C(=O)COc3ccc4c(C)cc(=O)oc4c3C)CC2)c1C,13µM*,15µM*,4%
Cc1ccc(C(=O)COC(=O)C(C)N2C(=O)C3C4C=CC(C4)C3C2=O)cc1C (stereo not given),-6%,16%,2%
Cc1cc2ccccc2c(=O)n1CC(=O)NCC(=O)N(C)C1CCCCC1,1%,-2%,-8%
Cc1ccc(CSc2nc3cc(C(=O)NC4CCCC4)ccc3c(=O)n2Cc2ccccc2)cc1,?,?,4%
Cc1ccc2nc(Cl)c(CN(C(=O)c3cnccn3)C3CCCCC3)cc2c1,?,?,4%
CCOc1ccc(C(C(=O)NC(C)(C)C)N(CCOC)C(=O)CCC(=O)Nc2nccs2)cc1 (stereo not given),-1%,?,-5%
Cc1ccc(C)c(N2CCN(C(c3ccc(F)cc3)c3nnc(-c4ccccc4)o3)CC2)c1 (stereo not given),?,15µM*,0%
Cc1cccc(NC(=O)CSc2ncc3c(n2)-c2cc(Cl)ccc2N(C)S3(=O)=O)c1C,?,?,5%
CN1CCC(CN2c3ccccc3Sc3ccccc32)C1 (stereo not given),19µM*,12µM*,nt
CCOCN(C(=O)Cn1c(C(C)O)nc2ccccc21)c1c(C)cccc1CC (stereo not given),?,?,89µM*
Cc1ccc(NC(=O)c2cc(CC(C)C)nc3ccccc23)cc1,-6%,?,nt
COC(=O)CNC(=O)COC(=O)/C=C/c1ccc(F)cc1,3%,-16%,-1%

# Another view of 4 compounds above:
# Every second line gives: DT40 TDP1 CPT | DT40 TDP1 no CPT | TDP1 inh
Cc1ccc(C(=O)COC(=O)C(C)N2C(=O)C3C4C=CC(C4)C3C2=O)cc1C (stereo not given)
→ -6% | 16% | 2%
Cc1cc2ccccc2c(=O)n1CC(=O)NCC(=O)N(C)C1CCCCC1
→ 1% | -2% | -8%
Cc1ccc(CSc2nc3cc(C(=O)NC4CCCC4)ccc3c(=O)n2Cc2ccccc2)cc1
→ ? | ? | 4%
Cc1ccc2nc(Cl)c(CN(C(=O)c3cnccn3)C3CCCCC3)cc2c1
→ ? | ? | 4%

# The listing continues:
mol,DT40 TDP1 CPT,DT40 TDP1 no CPT,TDP1 inh
CC1(C)Cc2cccc(OCC(=O)N3CCN(c4ccc([N+](=O)[O-])cc4)CC3)c2O1,?,?,-3%
O=C(COC(=O)Cc1c(F)cccc1Cl)NNC(=O)c1ccccc1,-6%,-12%,0%
O=C(NCCc1cccnc1)C1CCC(=O)N(Cc2ccc(Cl)cc2)C1 (stereo not given),3%,19%,nt
OC[C@H]1O[C@@H](O[C@@H]2[C@@H](CO)O[C@](O)(CO)[C@H]2O)[C@H](O)[C@@H](O)[C@H]1O,-11%&7%,-7%&-10%,7%
CCCCNC(=O)CCn1c(=O)c2ccccc2n(Cc2ccccc2C)c1=O,-3%,-20%,-3%
COc1ccc2c(c1)sc1ncc(C(=O)NCc3ccccc3F)c(=O)n12,13%,-7%,4%
COCCCNC(=O)C(C)N1c2cccc3cccc(c23)S1(=O)=O (stereo not given),21µM*,21µM*,nt
Cc1oc(/N=C/c2ccc3c(c2)OCO3)c(C#N)c1C,-21%,-4%,4%
Cc1cccc(N2CCN(C(=O)c3cccn4c(=O)c5c(C)c(C)sc5nc34)CC2)c1C,?,?,2%
O=C1COc2ccc(C(=O)COC(=O)c3nc(Cl)ccc3Cl)cc2N1,?,-13%,2%
CC(C)OC(=O)COc1cc(O)c2c(=O)cc(-c3ccccc3)oc2c1,-17%,7%,-1%
CSc1ccc(C(=O)C2CCCN(C(=O)CCc3c(C)nn(C)c3C)C2)cc1 (stereo not given),10µM*,8.2µM*,nt
Cc1cccc(/C(N)=N/OC(=O)COc2ccc(Cl)cc2)c1,?,?,4%
CN(C(=O)CSc1ncnc2scc(-c3ccccc3)c12)C1CCS(=O)(=O)C1 (stereo not given),0%,-22%,3%
COc1ccc(CCN2CCCn3c2nc2c3c(=O)n(CC(C)C)c(=O)n2C)cc1OC,21µM*,13µM*,nt
Cc1cccc2sc(NC(=O)CSCc3ccccc3)nc12,?,-30%,-2%
NC(=O)c1ccc(NC(=O)COC(=O)C2CC(=O)N(Cc3ccccc3)C2)cc1 (stereo not given),0%,18%,-1%
O=C(C[n+]1ccccc1)c1ccc(O)c(O)c1,-27%,-14%,nt
Cc1nn(C)c(C)c1C1Nc2ccccc2C(=O)N1O (stereo not given),-30%,-8%,nt
CCOc1ccccc1N1CC(C(=O)Nc2cc(S(C)(=O)=O)ccc2Cl)CC1=O (stereo not given),-2%,-1%,nt

# (more compounds)
mol,DT40 TDP1 CPT,DT40 TDP1 no CPT,TDP1 inh
CC(C)(C)NC(=O)CSc1nc(N)cc(=O)[nH]1,-13%,5%,0%
NC(=O)COC(=O)c1ccccc1OCc1ccccc1,-19%,-10%,5%
CCOC(=O)c1ccc2ncc(C(=O)OCC)c(NCCN(C)C)c2c1,3%,-16%,nt
COc1ccc(Cl)cc1NC(=O)CSc1nnc(Cc2cccn2C)n1-c1ccc(F)cc1,26µM*,?,nt
O=C(CN1CCOCC1)Nc1ncccn1,9%,-16%,0%
COc1cc(CN2C(=O)C(C)ON=C2c2ccccc2F)cc(OC)c1 (stereo not given),?,?,nt
CN1CCN(CCCNC(=O)Cn2c(-c3cccs3)cc3ccccc32)CC1,?,?,4%
CCN(CC)S(=O)(=O)c1cc(NS(=O)(=O)c2ccccc2)ccc1C,16µM*,-28%,-1%
COc1ccccc1-n1cnnc1SCC(=O)NCC1CCCO1 (stereo not given),-2%,1%,0%
COc1ccc(NC(=O)C2CCN(S(=O)(=O)c3c(C)nn(C)c3C)CC2)cc1,-9%,-4%,8%
c1ccc(-c2nc3nonc3c3nc4ccccc4n23)cc1,-4%,-2%,-8%
CN(Cc1cccc(F)c1)C(=O)C1CC(=O)N(c2ccc3c(c2)OCCO3)C1 (stereo not given),?,-14%,1%
COc1cccc(-c2cc(C(=O)Nc3ccc4c(c3)OCO4)no2)c1,-5%&0%,-4%&-1%,0%&4%
CCc1ccc(NC(=O)C(C)OC(=O)Cn2[nH]c(=O)c3ccccc3c2=O)cc1 (stereo not given),-26%,-7%,nt
COc1ccc(OC)c(C2/C(=C(/O)c3ccc(C)cc3)C(=O)C(=O)N2Cc2ccco2)c1 (stereo not given),13%,2%,0%
COc1ccccc1CNC(=O)c1cc(S(=O)(=O)N2CCOCC2)cn1C,-1%,-15%,nt
Cc1nc2ccccc2nc1OCC(=O)NCC(F)(F)F,5%,12%,5%
Cc1cccn2c(=O)c(/C=C(\C#N)C(=O)NCc3ccco3)c(N3CCCCCC3)nc12,?,?,4%
COC(=O)C1=C[C@@H](C(=O)OC)[C@@H]2C3=C(C(=O)C2(C)C)[C@H](c2ccccc2)[C@@H]2C(=O)N(C)C(=O)[C@@H]2[C@@H]3C1,-3%,5%,17%
COc1ccc(C(NC(=O)C2CCN(CCOc3ccc(F)cc3)CC2)c2cccs2)cc1 (stereo not given),?,?,nt

# Sorted by formula weight (lowest first): some entries from above
mol,DT40 TDP1 CPT,DT40 TDP1 no CPT,TDP1 inh
CC(C)(C)NC(=O)CSc1nc(N)cc(=O)[nH]1,-13%,5%,0%
COc1ccccc1-n1cnnc1SCC(=O)NCC1CCCO1 (stereo not given),-2%,1%,0%
COc1ccc(C(NC(=O)C2CCN(CCOc3ccc(F)cc3)CC2)c2cccs2)cc1 (stereo not given),?,?,nt
COc1ccc(Cl)cc1NC(=O)CSc1nnc(Cc2cccn2C)n1-c1ccc(F)cc1,26µM*,?,nt

# New compounds follow:
smiles	DT40 TDP1 CPT	DT40 TDP1 no CPT	TDP1 inh
CN1CCN(/N=C/c2nc(-c3ccc(Cl)cc3)n3ccccc23)CC1	-23%	-28%	3%
CCCCc1cc(=O)oc2c(C)c(OCC(=O)NCC3CCC(C(=O)O)CC3)ccc12 (stereo not given)	-20%	-1%	nt
CCOc1ccc(NC(=O)CN(C)C(=O)C2CCCC2)cc1OCC	5%	4%	11%
CC1CCCN(C(=O)C(Cc2ccccc2)n2cccc2)C1 (stereo not given)	15µM*	-11%	5%
C#Cc1ccccc1OCCCN1CCC(C(O)(c2ccccc2)c2ccccc2)CC1	9.2µM*	8.2µM*	nt
COc1ccccc1CNC(=O)CN1C(=O)NC(Cc2ccccc2)(c2ccccc2)C1=O (stereo not given)	-12%	-26%	1%
Cc1cc(Cl)c(S(=O)(=O)NC(C(=O)O)c2ccccc2)cc1OCC(N)=O (stereo not given)	2%	-7%	-2%
COc1ccc(/C(=C/c2ccc(OC(F)F)c(OC)c2)C(=O)O)cc1OC	3%	5%	3%
Nc1nc(-c2cccs2)cs1	4%	-5%	2%
CC(=O)c1ccccc1C(=O)N1CCC(n2nccc2NC(=O)C2CC2)CC1	-9%	-2%	4%
CCOC(=O)C1=C(COC(=O)CCOc2ccccc2C)NC(=O)NC1C (stereo not given)	-26%	-12%	nt
CCCCOc1c(Cl)cc(C(=O)N2CCN(CC(=O)N3CCCC3)CC2)cc1OCC	?	?	1%
COc1cccc(C(=O)N2CCN(C(=O)c3cccc(F)c3)CC2)c1	2%	-11%	-5%
CCn1c(N2CCN(CC(=O)c3c[nH]c4ccccc34)CC2)nc2c1c(=O)[nH]c(=O)n2C	-29%	-20%	8%
CN(CC(=O)Nc1c(Cl)cccc1Cl)C(=O)c1ccccc1Cc1ccccc1	?	-21%	nt
O=C1CC2(CCN(C(=O)C3CC(=O)N(c4ccc(F)cc4)C3)CC2)Oc2ccccc21 (stereo not given)	?	?	nt
C[C@@H]1CN([C@@H](C)CO)C(=O)CCCn2nncc2CO[C@@H]1CN(C)C(=O)Nc1cccc(Oc2ccccn2)c1	-1%	-4%	nt
CCNC(=O)C(CC(C)C)NC(=O)C(CO)NC(=O)C1CCC(=O)N1 (stereo not given)	-2%	26%	-1%
O=C(Cc1ccccc1)c1c[nH]c(C(=O)NCCCN2CCOCC2)c1	3%	1%	0%
COC(=O)[C@H](Cc1ccccc1)NC(=O)Cn1cnc2c(OCc3ccccc3)ncnc21	?	?	2%
CCSc1nnc(Nc2ccc(C)cc2)s1	3%	4%	4%
COc1cc2nc(=S)n3[nH]c(CCn4nc(C)cc4C)nc3c2cc1OC	1.6µM*	1.3µM*	11%
Cc1ccsc1/C=C1/SC(N2CC(C)OC(C)C2)=NC1=O (stereo not given)	?	21µM*	6%
COC(=O)C1=C(C(=O)OC)[C@@H]2Nc3ccccc3[C@@]23C[C@@H](C(=O)OC)N(C(=O)c2cc(C)oc2C)C3=N1	?	-15%	7%[12.3 µM]
CCN(CC(=O)Nc1ccccc1OC)C(=O)CN1C(=O)NC2(CCCC2)C1=O	-2%	-13%	nt
O=C(c1ccco1)n1nc(-c2ccc(Cl)cc2)nc1NCc1ccccc1	18µM*	18µM*	3%
O=C(O)/C(=C\c1ccc(Cl)cc1)c1ccc(S(=O)(=O)N2CCCC2)s1	-26%	-2%	nt
Cc1nnc(SCC(=O)N2CCC(c3noc4ccc(F)cc34)CC2)s1	?	?	7%
NC(=O)CSc1nnnn1-c1ccc2c(c1)OCCO2	-9%	-18%	8%
CC1(C)CC2(CCO1)C(Nc1ccccc1)=NC(=S)N2c1ccccc1 (stereo not given)	-3%	?	4%
Cc1nn(CC(=O)Nc2ccc(F)cc2)c(=O)c2ccccc12	1%	1%	nt
